HPDE-C7 cytotoxicity: cytotoxicity in HPDE-C7 cells, cell-based, fluorescence, HTS (AID 430); HPDE-C7 pancreatic duct cells viability, fluorescence; higher % means a stronger effect; cytotoxicity, % at 10 µM; hits with a dose series show EC50 in µM; actives 1.8% (n = 63,000);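 note: cells exposed to compound for 48 hours before viability readout; 0% = vehicle and 100% = reference cytotoxic drug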
Alkaline phosphatase: human TNAP enzyme inhibitors, biochemical, luminescent (AID 518). purified TNAP enzyme, luminescent substrate readout; higher % means a stronger effect. inhibition, % at 20 µM; hits with a dose series show IC50 in µM. actives 0.09% (n = 64,000); in the data active = a potency from the dose series; inactive = the rest, 99 in 100 with inhibition below about 22%;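 note: plate controls were vehicle for no effect and reference inhibitor for full effect; many of its hits are not listed in these tables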
PMK inhibit: S. pneumoniae PMK inhibitors, primary screen, biochemical, mevalonate pathway, pilot trial included | actives 0.49% (n = 65,000) | purified PMK, PK/LDH-coupled NADH absorbance 340 nm | inhibition, % at 10 µM;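 active = top-ranked compounds by inhibition in the single 10 µM screen, taking a fixed number of the strongest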;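 note: 0% = full reaction with DMSO carrier and 100% = background rate without enzyme reaction; no value below 0 was filed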
MK inhibit: S. pneumoniae MK inhibitors, primary screen, biochemical, PK/LDH-coupled NADH absorbance; actives 0.48% (n = 65,000); inhibition, % at 10 µM; mevalonate kinase [Streptococcus pneumoniae D39]; purified MK, PK/LDH-coupled NADH absorbance 340 nm;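 active = ranked among the strongest by inhibition in the single 10 µM screen, a fixed top-ranked set picked for dose follow-up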; note: no value below 0 was filed
KRASV12 cytotoxicity: cytotoxicity in KRAS-transformed pancreatic duct cells, primary screen, cell-based, fluorescence, HTS (AID 431); HPDE-C7K KRASV12 cells, Alamar Blue viability, 48 h; higher % means a stronger effect; cytotoxicity, % at 10 µM; hits with a dose series show EC50 in µM; actives 1.7% (n = 63,000);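 active = compounds whose percent cytotoxicity in the single-dose primary screen, scaled between solvent and toxic-drug controls, exceeds 50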;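 note: 0% = DMSO solvent wells and 100% = doxorubicin-treated wells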
Spn DPM-DC inh: S. pneumoniae DPM-DC inhibitors, primary screen, biochemical, PK/LDH-coupled NADH fluorescence; diphosphomevalonate decarboxylase (Streptococcus pneumoniae D39); purified DPM-DC; calls only at 10 µM; actives 0.49% (n = 65,000);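 active = the 320 compounds with the highest percent inhibition in the single-dose primary screen, excluding strongly autofluorescent ones, cut at about 32% in these data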;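 note: kinetic rate of NADH fluorescence loss reporting ADP formed by the decarboxylase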
Bfl-1 displacement: Bfl-1 inhibitors, primary screen, biochemical, fluorescence polarization, FITC-Bid, mouse (AID 432). Bcl-2-related protein A1 (Mus musculus). FITC-Bid BH3 peptide fluorescence polarization displacement; higher % means a stronger effect. displacement, % at 20 µM; hits with a dose series show IC50 in µM. actives 0.02% (n = 64,000); in the data active = a potency from the dose series; inactive = the rest, 99 in 100 with displacement below about 15%; note: strong numbers were not always called active
HT1080 viability: cytotoxicity in HT1080 fibrosarcoma cells, cell-based, fluorescence readout (AID 620) | HT1080 viability, fluorescence; higher % means a stronger effect | cytotoxicity, % at 10 µM; hits with a dose series show EC50 in µM | actives 0.42% (n = 87,000);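 note: cells exposed to compound overnight then 4 h with Alamar Blue; 0% = vehicle DMSO and 100% = killing control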
LYP inhibition: LYP phosphatase inhibitors, primary screen, biochemical, DiFMUP fluorescence, recombinant catalytic domain, 10 µM (AID 606); 52,000 tested, under 10 active; Tyrosine-protein phosphatase non-receptor type 22 (Homo sapiens); recombinant LYP catalytic domain, DiFMUP fluorescence; higher % means a stronger effect; one-dose inhibition, % at 10 µM; IC50 in µM for titrated hits;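 active = IC50 under 40 µM in the dose-response test; inactive = IC50 of 40 µM or more, or never dose-tested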
PMK inhibit pilot replicates: second read-out of PMK inhibit, no call of its own (marks repeat the call); inhibition, %; measured here: pilot screen replicates
MK inhibit pilot replicates: second read-out of MK inhibit, no call of its own (marks repeat the call); inhibition, %; measured here: pilot screen replicates
Spn DPM-DC inh pilot screen %: recorded beside Spn DPM-DC inh, whose call it bears; inhibition, %; measured here: pilot screen trials
Numbers without * were called inactive; i = inactive; · = not tested or not shown. Cut-off read from the data, not from the text of the source, unless noted: active = cytotoxicity above about 50%; inactive = the rest. Compounds as they come. Share with any hit: about 3.4%.

SMILES | HPDE-C7 cytotoxicity | Alkaline phosphatase | PMK inhibit | MK inhibit | KRASV12 cytotoxicity | Spn DPM-DC inh | Bfl-1 displacement | HT1080 viability | LYP inhibition | others
CCOc1cc(/C=N/n2cnnc2)c(Br)cc1O | -6% | 9% | 20 | 0 | 8% | i | 0% | 62%* | -3%
Cc1nc2ccc(NC(=O)N3CCCCC3)cc2s1 | -9% | -10% | 0 | 4 | -10% | i | -1% | -1% | -1%
NC(=O)CN1C(=O)C2CCCCN2C(=O)c2ccccc21 (stereo unspecified) | 6% | 18% | 16 | 1 | 7% | i | 0% | 5% | ·
CC1=C(C(=O)OCC2CCCO2)C(c2ccc(C)o2)C2=C(CC(c3ccc(N(C)C)cc3)CC2=O)N1 (stereo unspecified) | 12% | 5% | 9 | 4 | 8% | i | 7% | 3% | 0%
O=C(NCc1ccccn1)c1cc(-c2ccccc2)on1 | 1% | 13% | 8 | 6 | -1% | i | 8% | 7% | -1%
O=C(CSc1nnc(CNc2ccc(F)cc2)n1Cc1ccco1)N1CCCC1 | -16% | 5% | 7 | 0 | -4% | i | 4% | 2% | 4%
OCc1nc2ccccc2n1CC(O)COc1ccccc1 (stereo unspecified) | 6% | 6% | 7 | 5 | 0% | i | -5% | -1% | 14%
COCCNc1nc2c(c(=O)n(C)c(=O)n2C)n1Cc1cccc(C(F)(F)F)c1 | -9% | 3% | 12 | 4 | -10% | i | -8% | -5% | ·
CC(C)NC(=O)CN(C)S(=O)(=O)c1ccc(F)cc1 | 2% | 4% | 3 | 1 | -8% | i | -10% | -4% | 7%
CN(C)Cc1cc(C(C)(C)c2cc(CN(C)C)c(O)c(CN(C)C)c2)cc(CN(C)C)c1O | -9% | -1% | 2 | 0 | 2% | i | 1% | 1% | 7%
CCNC(=O)C1CC(=O)N(Cc2ccc3c(c2)OCO3)C(=Nc2ccc(F)cc2)S1 (stereo unspecified) | 51%* | 19% | 23 | 0 | 62%* | i | -6% | 6% | 6% | PMK inhibit pilot replicates=2.0;MK inhibit pilot replicates=0.5;Spn DPM-DC inh pilot screen %=0.0
FC(F)(F)c1cnc(Nc2ccc(N3CCOCC3)cc2)c(Cl)c1 | -1% | 19% | 9 | 0 | 4% | i | -4% | 1% | 7%
Cn1c(C(=O)O)c(CC(=O)Nc2ccc(F)cc2F)c2ccccc21 | 21% | 12% | 8 | 7 | 25% | i | 1% | 12% | 9%
CCOC(=O)c1cnc2nc(COc3ccccc3)[nH]n2c1=O | -7% | 11% | 0 | 9 | -3% | i | -1% | -3% | -5%
COC(=O)C1=C(C)NC(=O)NC1c1ccccc1 (stereo unspecified) | -18% | 1% | 13 | 1 | -11% | i | 3% | 0% | ·
Cc1cc(C)c2nc(-c3ccccn3)cc(C(=O)NCc3ccco3)c2c1 | 36% | 0% | 7 | 1 | 27% | · | -2% | 2% | 15%
Cc1ccc(OCC(=O)N2CCCCCC2)c(C)c1 | -3% | 14% | 5 | 8 | 4% | i | 4% | -3% | 8%
O=c1c2ccccc2nc2n1CCN2 | -24% | 7% | 12 | 9 | -11% | · | -4% | 27% | 6% | PMK inhibit pilot replicates=5.0;MK inhibit pilot replicates=0.0
COc1ccccc1-n1nc(C(=O)NCc2ccco2)c2ccccc2c1=O | -3% | 1% | 10 | 0 | 5% | i | -10% | 14% | 0%
CN(C)/C=C/c1c(C#N)c(=O)ncn1Cc1ccccc1 | -10% | 6% | 0 | 10 | 6% | i | 0% | 0% | 3%
CC(=O)NC(C)C(=O)OCc1ccc(Cl)cc1Cl (stereo unspecified) | 4% | 19% | 8 | 0 | 12% | i | 2% | 16% | 2% | PMK inhibit pilot replicates=5.5;MK inhibit pilot replicates=0.0;Spn DPM-DC inh pilot screen %=0.5
CCc1nc(-c2ccc(-c3ccc(OC)cc3)nc2OC)no1 | -10% | 10% | 9 | 0 | 1% | · | -4% | -4% | 15%
CCOC(=O)N1CCC(Nc2c(NCCCN(CC)c3cccc(C)c3)c(=O)c2=O)CC1 | 5% | 2% | 2 | 11 | -3% | i | -3% | -4% | -6%
COC(=O)CSc1nc(-c2ccccc2)cc(-c2ccco2)c1C#N | 20% | 10% | 9 | 10 | 16% | i | -16% | -12% | 16%
CN(C)C(CNC(=O)NC1CCCCC1)c1cccnc1 (stereo unspecified) | -6% | 7% | 10 | 4 | -5% | i | -3% | 4% | 17%
Cc1nc2nc(-c3cccnc3)[nH]n2c(=O)c1Cc1ccccc1 | -11% | 5% | 7 | 6 | 3% | i | -6% | 0% | 1%
CCOC(=O)N1CCN(C(=O)c2ccc(N3C(=O)c4ccccc4C3=O)cc2)CC1 | -1% | 3% | 1 | 9 | 2% | i | 3% | -4% | 6%
Nc1nc(NCc2ccccc2)nc(-c2ccccc2)n1 | 5% | 6% | 6 | 3 | 17% | i | 19% | 12% | 1%
O=C(NC1CCCCC1)c1ccc2c(=O)n(CC3CCCO3)c(=O)[nH]c2c1 (stereo unspecified) | -11% | 4% | 16 | 3 | -12% | i | 0% | 0% | 1%
CCOc1ccccc1Nc1cc(C)nc2nc(C)nn12 | 12% | 15% | 16 | 7 | -4% | i | -9% | 1% | 14%
Cc1c(C(=O)N2CCOCC2)oc2c1C(=O)CC(C)(C)C2 | -2% | 10% | 13 | 16 | 5% | i | 0% | 6% | 7%
Cc1ccc(-c2nnc3ccc(SCC(=O)NCc4ccco4)nn23)cc1 | -20% | 17% | 13 | 8 | -12% | i | -1% | 2% | 9% | PMK inhibit pilot replicates=3.0;MK inhibit pilot replicates=0.0;Spn DPM-DC inh pilot screen %=2.0
COc1ccc(CN2CCN(c3ccccn3)CC2)c(OC)c1 | -7% | -2% | 23 | 36 | -24% | i | -1% | 3% | ·
Cn1c(CNC(=O)c2ccc(F)cc2)nc2ccccc21 | 1% | 6% | 10 | 0 | -4% | i | -4% | 8% | 7%
COCCn1c(C23CC4CC(CC(C4)C2)C3)n[nH]c1=S | 0% | 8% | 6 | 8 | -2% | i | -2% | -2% | -7% | PMK inhibit pilot replicates=2.5;MK inhibit pilot replicates=4.0;Spn DPM-DC inh pilot screen %=0.0
CCOC(=O)Nc1sc(NS(=O)(=O)c2ccccc2)nc1C | 0% | 6% | 13 | 6 | -2% | i | 0% | -2% | 7%
CCCCNc1nc2ccccc2n1CC(=O)N1CCc2ccccc2C1 | 0% | 1% | 9 | 4 | 0% | i | 6% | 0% | 2%
Cc1ccnc(NC(=O)CCC(=O)N(CC(=O)NCCc2ccccc2)Cc2ccco2)c1 | -9% | 4% | 15 | 0 | -10% | i | 2% | -14% | 7%
O=C(NCc1ccco1)c1ccc2c(=O)n(CCC3=CCCCC3)c(=O)[nH]c2c1 | 1% | 5% | 1 | 4 | -5% | i | 1% | 4% | 12%
CC(C)(C)NC(=O)CN(C(=O)CS(=O)CC(=O)Nc1ccc(F)cc1)c1ccc(Cl)cc1 (stereo unspecified) | -36% | 16% | 13 | 4 | -11% | i | 11% | -5% | 8% | PMK inhibit pilot replicates=0.0;MK inhibit pilot replicates=0.0;Spn DPM-DC inh pilot screen %=3.5
CC1(C)CC(=O)C2=C(C1)N=C1SCCC(=O)N1C2c1ccccc1 (stereo unspecified) | 1% | 5% | 11 | 9 | -8% | i | 3% | -1% | ·
COC(=O)C1=C(C)Nc2c(c(=O)n(C)c(=O)n2C)C1c1cccs1 (stereo unspecified) | -4% | 11% | 9 | 6 | -10% | i | -2% | -13% | 2%
CC(=O)c1ccc(N2CCN(C(=O)c3cc(-c4ccc5c(c4)OCO5)nc4ccccc34)CC2)cc1 | 5% | 6% | 0 | 0 | 27% | i | -6% | 7% | 14%
Cc1cccc(NC(=O)C2CCN(c3nc(C)cc(C)n3)CC2)c1 | 6% | 1% | 4 | 2 | 16% | i | -2% | 1% | 1%
O=C(CC1(O)C(=O)Nc2ccccc21)c1cccnc1 (stereo unspecified) | -25% | 8% | 9 | 6 | -30% | i | -3% | -64% | 6%
CC(=O)c1cc2c(O)c(O)ccc2o1 | 5% | 9% | 3 | 7 | 4% | i | -2% | -6% | ·
Cc1cc(C)c(S(=O)(=O)Nc2ccc[nH]c2=O)c(C)c1 | 17% | -6% | 0 | 8 | 10% | i | -9% | 5% | 11%
O=C(CSc1nnc(-c2ccco2)o1)NC(=O)C1COc2ccccc2O1 (stereo unspecified) | -12% | 11% | 33 | 13 | 1% | i | -2% | -4% | 3%
CCC(Sc1nc2ccccc2c(=O)n1CCN1CCOCC1)C(=O)NCc1cccnc1 (stereo unspecified) | -12% | 6% | 0 | 9 | -5% | i | -1% | -2% | 0%
COc1ccc(N2C(=O)c3ccc(NC(C)=O)cc3C2=O)cc1 | 8% | 10% | 7 | 10 | 7% | i | 1% | -14% | 2%

Overlap with the part before: 2 entries; new compounds follow.
SMILES | HPDE-C7 cytotoxicity | Alkaline phosphatase | PMK inhibit | MK inhibit | KRASV12 cytotoxicity | Spn DPM-DC inh | Bfl-1 displacement | HT1080 viability | LYP inhibition | others
CCC(Sc1nc2ccccc2c(=O)n1CCN1CCOCC1)C(=O)NCc1cccnc1 (stereo unspecified) | -12% | 6% | 0 | 9 | -5% | i | -1% | -2% | 0%
COc1ccc(N2C(=O)c3ccc(NC(C)=O)cc3C2=O)cc1 | 8% | 10% | 7 | 10 | 7% | i | 1% | -14% | 2%
COc1ccc(-n2nc3cc(C)c(NC(=O)c4cccnc4)cc3n2)cc1 | 0% | 8% | 10 | 8 | 2% | i | -4% | -11% | 3%
Cc1cccc(Cc2c(C)nc3nc(SCC(=O)NCc4ccco4)nn3c2C)c1 | 46% | 11% | 0 | 8 | 31% | i | 0% | · | · | PMK inhibit pilot replicates=5.0;MK inhibit pilot replicates=0.0;Spn DPM-DC inh pilot screen %=0.5
O=C(OCC(=O)c1cccs1)c1ccc(NC(=O)c2ccco2)cc1 | 6% | 14% | 20 | 10 | -6% | i | 1% | 7% | 9%
CCOC(=O)c1c(C)oc2cc(Br)c(OC)cc12 | 8% | 17% | 2 | 0 | 9% | i | 0% | 2% | ·
Cc1nnc(SCC(=O)Nc2ncc(Cc3ccc(F)cc3)s2)n1N | -8% | 3% | 44* | 32 | -5% | i | -5% | -3% | -2%
CCOC(=O)N1CCC(NC(=O)C2CCCN(c3nc4ccccc4o3)C2)CC1 (stereo unspecified) | -11% | 13% | 18 | 2 | -8% | i | 0% | -3% | ·
CCOC(=O)N1CCC(Nc2nc3ccccc3n3cnnc23)CC1 | 2% | 13% | 0 | 0 | 17% | i | 1% | 5% | 10% | PMK inhibit pilot replicates=3.0;MK inhibit pilot replicates=3.5;Spn DPM-DC inh pilot screen %=4.5
CCN(CC)C(=O)C1CCCc2c1[nH]c1ccc(Cl)cc21 (stereo unspecified) | 28% | 19% | 17 | 1 | 32% | i | 11% | 26% | 10% | PMK inhibit pilot replicates=2.0;MK inhibit pilot replicates=0.0;Spn DPM-DC inh pilot screen %=2.0

Compound activity from PubChem BioAssay.
